RBBP9 inhibitor – inhibitors of human serine hydrolase RBBP9; O75884; 220,000 compounds, 0.2% hits; inhibition, % at 7.94 µM; AID 1515; recombinant RBBP9, FP-Rh probe fluorescence polarization;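 active = inhibition above the campaign mean of all tested compounds plus 3 SD, cut at about 14% in these data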;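 note: plate controls were DMSO wells with RBBP9 for no effect and wells lacking RBBP9 protein for full effect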
Target sequence (O75884 whole entry, looked up): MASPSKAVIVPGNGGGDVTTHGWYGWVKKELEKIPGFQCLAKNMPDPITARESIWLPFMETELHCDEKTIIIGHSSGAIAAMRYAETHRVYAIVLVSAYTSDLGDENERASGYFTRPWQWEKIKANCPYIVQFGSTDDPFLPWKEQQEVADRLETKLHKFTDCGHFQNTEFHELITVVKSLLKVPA
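Test system: recombinant human RBBP9; Timing: 30 min then 45 min, 25 °C; Detection: fluorescence polarization; Control set: RBBP9 with DMSO as uninhibited control, no-protein wells as full inhibition; Compound dosing: one concentration, 7.94 µM nominal, 0.794% DMSO; Probe or stimulus: FP-Rh activity-based probe, 375 nM before mixing.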
Hck-Nef inh – inhibitors of human Hck kinase activated by Nef | P08631 | Recombinant Hck-YEEI plus Nef, Z-Lyte FRET kinase assay | inhibition, % at 20 µM | 220,000 compounds, 0.68% hits | AID 463187;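 active = Hck-Nef kinase inhibition above about 50%, limit read from the data; inactive = inhibition below that limit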;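 note: 0% = DMSO with Hck plus Nef and 100% = Hck alone without Nef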
Target sequence (P08631 whole entry, looked up): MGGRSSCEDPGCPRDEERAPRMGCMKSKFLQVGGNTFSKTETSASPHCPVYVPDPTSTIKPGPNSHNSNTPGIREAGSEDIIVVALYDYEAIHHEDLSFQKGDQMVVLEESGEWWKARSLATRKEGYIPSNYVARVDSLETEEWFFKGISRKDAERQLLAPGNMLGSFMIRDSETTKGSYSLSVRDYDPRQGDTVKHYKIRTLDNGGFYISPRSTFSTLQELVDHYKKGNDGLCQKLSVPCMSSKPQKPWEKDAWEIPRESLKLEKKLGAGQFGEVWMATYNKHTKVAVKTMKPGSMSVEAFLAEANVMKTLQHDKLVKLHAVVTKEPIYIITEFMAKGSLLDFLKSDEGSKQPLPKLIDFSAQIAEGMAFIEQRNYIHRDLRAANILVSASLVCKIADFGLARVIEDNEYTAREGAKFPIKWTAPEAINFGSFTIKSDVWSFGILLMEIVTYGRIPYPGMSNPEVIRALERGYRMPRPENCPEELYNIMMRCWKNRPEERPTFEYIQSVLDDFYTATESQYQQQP
EP2 antag – inhibitors of human EP2 prostaglandin E2 receptor | P43116 | C6 glioma cells expressing human EP2, cAMP TR-FRET; cells stimulated with saturating PGE2 | inhibition, % at 25 µM | 260,000 compounds, 0.52% hits | AID 1422;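 active = percent inhibition above 40 after rounding to a whole number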;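 note: rat C6 glioma host cells with rolipram phosphodiesterase inhibitor present; the protocol text gives 20 µM as final concentration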
Target sequence (P43116 whole entry, looked up): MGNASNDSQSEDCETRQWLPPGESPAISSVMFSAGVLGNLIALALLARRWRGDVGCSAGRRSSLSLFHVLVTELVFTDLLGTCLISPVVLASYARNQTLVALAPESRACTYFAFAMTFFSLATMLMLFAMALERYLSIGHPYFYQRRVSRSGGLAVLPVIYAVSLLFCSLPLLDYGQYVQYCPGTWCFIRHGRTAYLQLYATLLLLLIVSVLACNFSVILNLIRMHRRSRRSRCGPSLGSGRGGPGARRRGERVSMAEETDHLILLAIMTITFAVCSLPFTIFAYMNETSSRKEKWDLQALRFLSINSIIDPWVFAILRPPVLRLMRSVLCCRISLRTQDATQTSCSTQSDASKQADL
Runt-SMMHC FRET – inhibitors of human RUNX1 Runt domain binding to CBFb-SMMHC; AID 1434; inhibition, % at 20 µM; Cerulean-Runt/Venus-CBFb-SMMHC FRET ratio 530/480, 1 h; 220,000 compounds, 0.74% hits;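 active = mean inhibition across duplicate retests at 20 µM reaching about 50%, limit read from the data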;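 note: 0% = DMSO wells and 100% = wells with excess untagged CBFb-SMMHC; inhibitors lower the FRET ratio by blocking Runt binding to CBFb-SMMHC; some results filed as inactive read as strong as hits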
Runt-CBFb FRET – blocks binding of human RUNX1 Runt domain to CBFb; Cerulean-Runt/Venus-CBFb FRET ratio 530/480, 1 h; inhibition, % at 20 µM; 220,000 compounds, 0.46% hits;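 active = inhibition over about 50% at 20 µM in the single-dose screen, limit read from the data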;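 note: 0% = DMSO wells and 100% = excess unlabeled CBFb competitor control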
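Assay system: Cerulean-tagged RUNX1 Runt domain (FRET donor) fusion protein / Amount: 100 nM each of Venus-CBFb and Cerulean-Runt domain / Medium: Tris buffer pH 7.5 with salts and BSA / Also added: Venus-CBFb 100 nM / Schedule: 1 h complex formation plus 1 h compound treatment, room temperature / Signal: FRET fluorescence / Read-out: loss of energy transfer signal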
EP2 mod – modulates human prostaglandin E2 receptor EP2 signaling. P43116. induction, % at 25 µM. AID 940. EP2-expressing cells, cAMP HTRF FRET, PGE2 co-stimulation. 260,000 compounds, 0.83% hits;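 active = compounds whose cAMP rise, as percent of the full-agonist control response, exceeds 60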;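 note: rat C6 glioma line stably carrying human EP2 under a CMV promoter; the protocol text gives 20 µM as final concentration; 100% = response of wells given 1 µM PGE2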
zVAD death inh – L929 zVAD cell death inhibition | viability rescue, % at 10 µM | 220,000 compounds, 0.38% hits | L929 zVAD necroptosis rescue, ATP luminescence, 24 h; with zVAD 60 µM;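 active = activation, scaled between plate controls, above about 75%, limit read from the data; inactive = activation under that limit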;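 note: 0% = zVAD with DMSO and 100% = DMSO alone without zVAD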
PERK inh – inhibitors of human PERK kinase | Q9NZJ5 | CHO PERK-DD fusion, SEAP luminescence translation reporter | inhibition, % at 5.6 µM | 220,000 compounds, 0.17% hits | AID 1416;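 active = inhibition above the mean inhibition of all tested compounds plus 3 SD, set separately per screening campaign, cut at about 2.9% in these data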;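 note: PERK kinase domain activated by AP20187 dimerizer at 100 nM; 0% = DMSO with dimerizer and 100% = rapamycin at 8.4 µM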
TNF necrop inh – inhibitors of TNF-alpha induced necroptosis in Jurkat FADD-/- cells; activation (protection from cell death), % at 10 µM; AID 463075; Jurkat FADD-/- TNF necroptosis rescue, ATP luminescence, 24 h; 0 = TNF only, 100 = no-TNF cells; 220,000 compounds, 0.068% hits;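 active = activation, meaning protection from cell death, of at least 50% relative to plate controls; inactive = activation below 50%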;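 note: necroptosis triggered by 40 ng/mL TNF-alpha added together with compound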
Starred values were filed as active, the others as inactive; . = no result given; & = joins results of further samples. These rows are one share of the data. The share of hits here may be higher or lower than overall.

SMILES	RBBP9 inhibitor	Hck-Nef inh	EP2 antag	Runt-SMMHC FRET	Runt-CBFb FRET	EP2 mod	zVAD death inh	PERK inh	TNF necrop inh
Cc1ccc(C(=O)NNC(=O)CCCN2C(=O)/C(=C/c3ccccc3Cl)SC2=S)cc1	-5	1	4	0	0	-7	-0.2	0.2	-1.6
CC1(C)OC(=O)N(c2cccnc2)C1(C)O (stereo not given)	-4	-1	10	2	-1	22	0.2	0.5	-1.3
CCCOC(=O)c1ccc(Nc2cc(C)nc3ncnn23)cc1	-9	2	6	3	-3	10	-0.6	-0.4	-2.3
O=C(Cc1ccc(Cl)cc1)Nc1ccc2c(c1)C(=O)NC2=O	1	15	10	-9	-3	-21	11	1.2	-1.5
O=C(Nc1cccc(C(F)(F)F)c1)/C(=C/c1ccco1)NC(=O)c1cccs1	-1	0	.	2	1	9	0.0	0.6	-1.7
COC(=O)c1sccc1NC(=S)Nc1cc(C)ccc1OC	-1	10	7	-1	2	22	-0.3	0.9	-2.1
CCC1=NN2C(=N)/C(=C\c3ccc(SCc4ccco4)o3)C(=O)N=C2S1	-8	-17	10	1	23	-4	73	0.1	-2.3
N#CC1CCCc2c1[nH]c1ccc([N+](=O)[O-])cc21 (stereo not given)	-9	17	10	-1	1	-9	0.4	-1.0	0.8
Cc1[nH]c(=O)c(C(=O)/C=C/c2ccccc2)c2c1CCCC2	-3	5	3	0	0	3	80*	0.3	-9.9
Cn1c(NC(=O)C(C)(C)Oc2ccc(Cl)cc2)cc(=O)n(C)c1=O	-2	-1	9	1	0	8	1.4	0.5	-1.8
CSCc1nnc(NC(=O)c2ccc(S(=O)(=O)N(CC(C)C)CC(C)C)cc2)o1	0	-1	.	-3	-12	21	0.0	0.4	-0.5
COc1ccc(OC)c(NC(=O)CSc2nnc(Cn3nnc4ccccc43)n2C)c1	-7	0	7	5	-2	32	0.1	-0.4	0.6

Results in TNF necrop inh, for some of the entries so far:
canonical_smiles,TNF necrop inh
COC(=O)c1sccc1NC(=S)Nc1cc(C)ccc1OC,-2.1
Cn1c(NC(=O)C(C)(C)Oc2ccc(Cl)cc2)cc(=O)n(C)c1=O,-1.8

Next part
SMILES	RBBP9 inhibitor	Hck-Nef inh	EP2 antag	Runt-SMMHC FRET	Runt-CBFb FRET	EP2 mod	zVAD death inh	PERK inh	TNF necrop inh
Cc1ccc(S(=O)(=O)c2cc3c(=O)n4ccccc4nc3n(C)c2=N)cc1	-4	-2	.	62*	97*	11	2.1	-0.6	1.9
Cc1nc(NC(=O)CC(C)C)sc1-c1csc(Nc2ccc(Cl)cc2)n1	-13	-1	11	20	5	-12	7.4	-0.1	3.4
CN(Cc1ccccc1)S(=O)(=O)c1cccc2cccnc12	-10	-20	13	-1	2	-43	0.1	-1.3	-0.7
CCN1CCN(C(c2ccccc2)c2nnnn2CCc2ccc(OC)c(OC)c2)CC1 (stereo not given)	-8	1	13	-1	1	6	-0.1	-0.1	-1.2
CCOC(=O)C1CCN(C(=O)c2ccccc2NS(=O)(=O)c2cc(C)ccc2C)CC1	-6	2	6	0	-2	14	-0.7	-0.6	-2.3
Cc1c(Cl)cccc1NC(=O)c1cc(C2CC2)on1	1	15	9	1	2	16	0.7	0.2	0.1
O=[N+]([O-])c1ccc(OCCCCN2CCCCC2)cc1	5	4	5	-2	0	2	1.1	0.6	1.3
COc1cccc(C(=O)Nc2ccc(Oc3cccc(C(F)(F)F)c3)nc2)c1	-16	-4	5	-7	-2	-43	3.9	0.9	-13
Cn1c(C(=O)NCCC2=CCCCC2)cc2c(=O)n3ccccc3nc21	-1	9	12	62	-19	63*	0.0	-0.8	0.1
N=c1sccn1CC(=O)Nc1ccc(Cl)c(S(=O)(=O)N2CCOCC2)c1	0	-2	10	0	0	-7	0.0	1.1	1.1
COc1cccc(OC)c1OCCCCc1c(C)n[nH]c1C	-7	2	8	3	.	18	1.7	0.9	0.3
CCC(C)c1ccccc1NC(=O)COC(=O)c1ccc(N2CCCC2)c([N+](=O)[O-])c1 (stereo not given)	-8	-2	6	0	-1	7	0.7	0.2	2.7

Ordered by count of non-hydrogen atoms (falling): part of the list above.
SMILES	RBBP9 inhibitor	Hck-Nef inh	EP2 antag	Runt-SMMHC FRET	Runt-CBFb FRET	EP2 mod	zVAD death inh	PERK inh	TNF necrop inh
CCN1CCN(C(c2ccccc2)c2nnnn2CCc2ccc(OC)c(OC)c2)CC1 (stereo not given)	-8	1	13	-1	1	6	-0.1	-0.1	-1.2
CCOC(=O)C1CCN(C(=O)c2ccccc2NS(=O)(=O)c2cc(C)ccc2C)CC1	-6	2	6	0	-2	14	-0.7	-0.6	-2.3
Cc1ccc(S(=O)(=O)c2cc3c(=O)n4ccccc4nc3n(C)c2=N)cc1	-4	-2	.	62*	97*	11	2.1	-0.6	1.9
N=c1sccn1CC(=O)Nc1ccc(Cl)c(S(=O)(=O)N2CCOCC2)c1	0	-2	10	0	0	-7	0.0	1.1	1.1
Cc1c(Cl)cccc1NC(=O)c1cc(C2CC2)on1	1	15	9	1	2	16	0.7	0.2	0.1

More results.
SMILES	RBBP9 inhibitor	Hck-Nef inh	EP2 antag	Runt-SMMHC FRET	Runt-CBFb FRET	EP2 mod	zVAD death inh	PERK inh	TNF necrop inh
CC(C)C[C@H](NC(=O)c1nc[nH]c1C(=O)N1CCc2ccccc2C1)C(=O)OC(C)(C)C	.	23	19	1	-3	16	0.6	.	4.5
CCOc1ccc(S(=O)(=O)NC(C)C)cc1C(N)=O	-5	23	1	-2	2	-22	3.2	-0.5	0.9
O=C(Nc1c2c(nn1-c1ccc(F)cc1)CS(=O)(=O)C2)C12CC3CC(CC(C3)C1)C2	0	0	.	-6	0	16	0.3	-1.4	0.6
O=C(Nc1ccc2oc(=O)ccc2c1)c1ccc(-c2cccc(Cl)c2)o1	-1	65*	8	-1	-3	-5	2.6	0.2	2.8
CCOc1ccc(Nc2nc(NCC3CCCO3)c3ccccc3n2)cc1 (stereo not given)	1	-10	52*	0	-1	-72	3.0	0.3	-4.3
CCOc1ccc(S(=O)(=O)N(CC)CC)cc1N	7	3	8	1	-1	12	2.0	1.9	0.0
O=C(O)c1ccc(OCc2occc2C(=O)O)cc1	-3	-4	11	2	0	10	-0.9	-0.1	-1.3
CCOc1ccc(C(=O)CSCC(=O)O)cc1	-9	32	5	-4	-1	12	2.4	0.2	0.3
Cc1cccc(C)c1NC(=S)/N=C/N(C)C	3	5	10	0	-2	15	1.3	0.1	0.2
COc1ccc(-c2cc(C(F)(F)F)n3nc(C(=O)O)cc3n2)cc1OC	-4	2	13	-4	-3	4	2.0	0.0	0.9
CSc1nc(N)c2c(C)c(C)sc2n1	-8	-9	4	3	-2	1	0.9	-0.5	-1.1
O=P(Cc1ccncc1)(c1ccccc1)c1ccccc1	-2	-2	12	-2	2	7	-0.4	-0.7	0.6
O=C(O)CC(C(=O)OCCOc1ccccc1)N1CCOCC1 (stereo not given)	-2	-1	.	-4	3	25	-0.2	2.2	1.1
CCOC(=O)C1=C(C)NC(=O)NC1c1ccc(-c2ccc(F)cc2)o1 (stereo not given)	0	9	7	9	11	-16	0.1	-0.3	5.1
CCN(CC)CCNC(=O)c1ccc(NC(=O)Cc2ccccc2F)cc1	-5	15	8	-2	-1	-16	4.1	0.5	1.7
O=C(CCCOc1ccccc1)Nc1cccc(C(=O)O)c1	2	2	12	1	-1	-2	0.0	1.7	-2.4
C/C(=N\NC(=O)Cn1nc(C)c([N+](=O)[O-])c1C)c1ccc(Cl)s1	-7	-3	2	3	0	-11	0.0	0.1	2.2
Cc1cccc2c1N(C(=O)c1ccco1)C(C)(C)c1ssc(=S)c1-2	1	0	16	-6	18	4	-0.3	0.4	-2.7
FC(F)(F)c1cccc(/C=N/NC(=S)NC2CCCCC2)c1	-2	22	4	-6	-3	80*	1.2	1.3	0.7
Cc1ccc2cc(CN(CCCN3CCOCC3)C(c3nnnn3Cc3ccco3)C(C)C)c(=O)[nH]c2c1C (stereo not given)	2	18	4	.	.	.	-0.3	1.2	-5.8
Cn1c2c(c(=O)n(C)c1=O)CN(CCN1CCNCC1)CN2	-2	1	16	-10	0	22	-0.2	0.1	-2.0
COc1ccc(NC(=S)NCCc2ccc(Cl)cc2)c(OC)c1	-4	0	58*	1	1	-40	0.2	-0.6	-4.3
COc1ccc(C2C(=O)N(CCc3ccccc3)CC(=O)N2C2CCCCC2)cc1 (stereo not given)	3	0	8	-4	-3	-5	-0.3	-2.0	0.9
O=C1CCCC2=C1C(c1cn(-c3ccccc3)nc1-c1cccs1)c1c([nH]c(=O)[nH]c1=O)N2 (stereo not given)	7	1	9	6	1	-3	0.4	-0.1	1.0
Cc1ccc(C(=O)N/C(=C\c2ccc(-c3ccc([N+](=O)[O-])cc3)o2)C(=O)NC2CCS(=O)(=O)C2)cc1 (stereo not given)	-8	-2	9	-153	-54	3	0.1	-0.6	-1.1
c1cncc(-c2nc(N3CCOCC3)c3c4c(sc3n2)CCC4)c1	4	37	6	-3	-8	59	27	1.0	-0.4
CC1CC(C)CN(c2ncc3c(n2)CC(c2ccc(Cl)cc2)CC3=O)C1 (stereo not given)	-7	0	6	2	-1	36	1.5	0.4	-0.2
COc1ccc(Cl)cc1S(=O)(=O)n1nnc2ccccc21	0	0	4	2	0	3	-0.1	1.4	0.8
Cc1ccc2ncccc2c1N	-6	8	8	2	1	-2	-0.1	0.4	1.9
COc1ccc(/C=C/C(=O)O/N=C(\N)c2ccccc2)cc1OC	-2	4	9	-4	-6	-6	-0.3	-0.1	0.4
c1ccc(-n2c3ccccc3c3ccccc32)cc1	-8	6	13	-2	-1	64*	1.4	0.7	0.6
O=C(NCc1ccc(S(=O)(=O)Nc2ccccc2Cl)s1)c1ccccc1	-1	10	14	-1	-1	-10	2.3	0.0	1.4
CCc1cccc(CC)c1N(COC)C(=O)Cn1c(C(C)O)nc2ccccc21 (stereo not given)	-7	1	10	-3	0	6	-0.3	0.0	-3.3
CCOC(=O)Nc1ccc2c(c1)nc(CN1CCOCC1)n2C	2	-1	9	-1	0	36	0.4	0.3	0.0
Cc1ccc(-c2nc3cc(N)ccc3o2)c(C)c1	-1	3	41*	-2	-2	5	0.2	1.1	-11
COc1ccc(N(CC(=O)Nc2ccc3c(c2)OCO3)S(=O)(=O)c2ccccc2)cc1OC	-7	14	6&5	1	1	1&-6	0.0	-2.1	2.0
